High-throughput results: PubChem BioAssay, Broad Institute
FN deposition inh = inhibitors of fibronectin matrix deposition, primary screen, AH1F cells, Alexa488-fibronectin fluorescence, plate reader; inhibition, % at 12.6 µM; AID 743247, 2014; AH1F fibroblasts, overnight; 350,000 tested, 0.086% active;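 active = mean inhibition across replicates of 30% or more, regardless of how many single replicates reach that level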;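 note: positive control wells lacked labelled fibronectin entirely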
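Schedule: 1 h cell adhesion before compound, then overnight fibronectin incubation; test system: AH1F fibroblast monolayer depositing Alexa488-labelled fibronectin into matrix; quantity: 10000 AH1F cells per well; probe or stimulus: fluorescent fibronectin at 24 nM final; signal: fluorescence, ex 485 nm, em 525 nm; evaluation: percent inhibition as loss of matrix-bound fibronectin fluorescence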
PglD DTNB = C. jejuni PglD acetyltransferase inhibitors, primary screen, biochemical, DTNB colorimetric, single point. UDP-N-acetylbacillosamine N-acetyltransferase PglD (Campylobacter jejuni). purified PglD enzyme, DTNB colorimetric CoA detection. inhibition, % at 12.5 µM. 360,000 tested, 0.098% active. AID 602405, 2012; in the data active = inhibition above about 16%, passing the limit was not always enough; note: strong numbers were not always called active
PGC1a acetyl inh = inhibitors of PGC1a acetylation signal, primary screen, cell-based, U2OS, AlphaScreen, inhibitor mode; AID 651687, 2012; inhibition, % at 15.6 µM; 350,000 tested, 0.17% active; AlphaScreen anti-acetyl-lysine; with virally co-expressed GCN5 acetyltransferase;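 active = every replicate shows inhibition of at least 40%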;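 note: 0% = neutral control wells and 100% = positive control wells; some results beyond the cut were filed as inactive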
INS-1E GSIS act = GLuc luminescence reporter in INS-1E cells, primary screen for activators of glucose-dependent secretion of insulin. activation, % at 16.6 µM. INS-1E GLuc reporter insulin secretion, 2-3 h. 370,000 tested, 0.61% active;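 active = lowest replicate activation of at least 40%, so every replicate reaches that level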;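 note: 0% = median of neutral control wells and 100% = median of IBMX positive control wells; some compounds called inactive have numbers as strong as hits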
CFTR F508del cor = F508del CFTR correction, initial screen, CFBE line, single point; AID 720511, 2013; CFBE cells, YFP halide quenching; stimulated with forskolin plus potentiator P3; % fluorescence drop versus neutral controls; 350,000 tested, 0.36% active; activity (quench increase), % at 7.58 µM;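 active = mean added fluorescence quench of at least 8% versus neutral control, with both replicates also reaching 8%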;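 note: cells transiently co-express mutant CFTR-F508del with the halide-sensitive YFP; corrector assay measuring rescue of mutant channel to the surface after 24 h compound exposure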
miR122 inh = miR-122 Renilla sensor signal increase in Huh7, primary screen, miR-122 inhibitor project, cell-based, single point, plate reader | Huh7 miR-122 Renilla luciferase sensor, 48 h; neutral wells = 0, positive control = 100 | activation (reporter increase), % at 12.5 µM | 340,000 tested, 0.3% active | AID 602342, 2012;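 active = mean replicate activation score at least 90 and every replicate individually at or above 90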;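 note: higher luciferase means less miR-122 activity so hits act as miR-122 inhibitors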
C2C12 statin = suppressors of statin myotoxicity in C2C12 myotubes, primary screen, cell-based, single point, plate reader; C2C12 myotubes + simvastatin, ATP luminescence, 48 h; scaled: DMSO 0, geranylgeraniol control 100; rescue of ATP level, % at 7.49 µM; 330,000 tested, 0.78% active; AID 602340, 2012;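 active = mean ATP rescue above about 67%, or every replicate alone reaching that limit, limit read from the data, passing the limit was not always enough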;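 note: myotubes were challenged with 10 µM simvastatin during compound exposure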
Cneo AK release = Cryptococcus neoformans cell lysis inducers, primary screen, AK release luminescence, single concentration; 360,000 tested, 0.2% active; lysis activity, % at 15 µM; C. neoformans lysis, adenylate kinase release luminescence, 4 h; normalised: neutral wells 0, clomiphene wells 100;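 active = mean lysis activity across replicates of at least 80%, whatever share of replicates individually reach that level; inactive = mean lysis activity below 80%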
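Material: C. neoformans cells | Amount: Yeast cell density of 5 × 10^6 cells/mL | Medium: Fresh YPD growth medium | Dosing: Single dose | Times: Static 4 h at 37 °C with compound, 1 h detection | Detection: AK luminescence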
* marks the source's active call; other numbers are inactive results; x = not tested or not shown; [ ] = remark or other dose.

SMILES	FN deposition inh	PglD DTNB	PGC1a acetyl inh	INS-1E GSIS act	CFTR F508del cor	miR122 inh	C2C12 statin	Cneo AK release
CCCOc1ccc(C(NC(=O)CC(C)C)NC(=O)CC(C)C)cc1OC	0.6	-3.4	x	33.4	x	0.1	2.2	-3.0
COc1ccc(OCCC(=O)OCC(=O)c2ccc[nH]2)cc1	-18.0	x	1.3	5.0	-2.7	x	x	x
C[C@H](CO)N1C[C@H](C)[C@H](CN(C)C(=O)c2ccccc2)Oc2cc(/C=C/c3ccccc3)ccc2S1(=O)=O	-17.2	-2.4	-21.9	-25.0	1.0	1.7[16.7 µM]	-17.5	-0.9
CO[C@H]1CN(C)C(=O)c2cc(NC(C)=O)ccc2OC[C@H](C)N(C(=O)c2ccccc2)C[C@@H]1C	3.4	2.6	x	-7.1	x	0.9[16.7 µM]	2.0	5.3
CCOc1ccc(CN2C(=O)c3ccccc3C2C(=O)NCC2CCCO2)cc1 (stereo unspecified)	3.9	6.7	-3.2	4.2	0.1	-2.6	-0.8	1.5
CN(C)C(=O)NC1CCCCCCCCCCC1	x	-0.8	-2.0	x	x	-1.5	0.8	-3.5
Cn1cc(CN2CCCC(CNC(=O)c3ccc4c(c3)OCO4)C2)c2ccccc21 (stereo unspecified)	3.1	1.0	10.1	0.3	-0.8	3.5	-4.1	2.2
CC(=O)c1cccc(NC(=O)c2oc(C)nc2C)c1	-0.5	0.2	0.7	x	x	-6.3	-6.3	-1.6
Cn1cnc(S(=O)(=O)N2CCCCN3[C@H](CO)[C@@H](c4ccc(-c5ccc(F)cc5)cc4)[C@H]3C2)c1	x	1.2	-4.5	1.6	1.0	-2.9[16.7 µM]	x	-1.7
CCOC(=O)/C(C#N)=C1/C=CN(C)C(C)=N1	x	6.5	-7.1	x	x	1.1	-5.2	-0.6
Cc1ccc(OCC(=O)Sc2ccc(C)cc2)cc1	x	-5.2	0.7	x	x	5.2	56.0	-0.1
COc1ccc(Cl)cc1NS(=O)(=O)c1c(C)nc2sccn2c1=O	-2.8	1.2	-1.8	2.4	-1.1	-6.9	14.0	0.5
COc1cccc(C(=O)C(CCC#N)c2ccccc2)c1 (stereo unspecified)	2.2	-3.5	-27.6	x	-4.3	-1.7	-0.2	1.3
CCOc1ccc2oc(C(=O)Nc3nccs3)c(C)c2c1	4.8	0.5	6.5	24.6	0.4	10.0	-20.5	-0.8
C[C@@H]1CCCCO[C@H](CN(C)C(=O)Nc2ccc(F)cc2)[C@H](C)CN([C@H](C)CO)C(=O)c2cc(NS(=O)(=O)c3cccs3)ccc2O1	x	8.4	-7.0	0.8	-1.0	-12.8[16.7 µM]	9.5	-1.4
CCC[C@@H](CN1CCC[C@H]1CN1C(N)=NC[C@H]1CC(C)C)N1C[C@@H](Cc2ccccc2)N(CCCC2CCCC2)C1=N	1.8	1.5	-9.5	-15.5	3.0	-2.7	-33.5	5.2
COCc1cc(C)nc(NCCO)c1C#N	3.4	-0.7	7.9	x	x	-3.9	7.3	5.1
CCOc1cccc(C2/C(=C(/O)c3ccc4c(c3)CC(C)O4)C(=O)C(=O)N2CCCn2ccnc2)c1 (stereo unspecified)	-20.9	-3.9	5.1	-6.0	-1.1	-0.9	-2.8	-0.6
CC(C)Cn1c(N)c(C(=O)COC(=O)c2cc(-c3ccco3)nc3ccccc23)c(=O)n(C)c1=O	-11.3	3.0	x	3.7	-0.9	x	0.7	-1.6
C[C@H](CO)N1C[C@H](C)[C@@H](CN(C)C(=O)Cc2cccnc2)Oc2ncc(-c3ccccc3)cc2C1=O	-3.3	-1.5	4.1	7.1	1.0	7.0[16.7 µM]	-9.0	-1.5
Cc1ccc(-c2csc3ncnc(SCC(=O)NCc4ccc5c(c4)OCO5)c23)cc1	6.0	5.4	-11.0	-44.7	x	4.9	15.1	-0.3
Cc1cccc(N2CCN(C(=O)c3[nH]c(C(F)(F)F)nc3-c3ccccc3)CC2)c1C	-14.6	5.7	-27.7	x	3.6	50.3	-56.2	-0.1
O=C(C1CC1)N1CC(=O)N2[C@H](CO)[C@@H](c3ccc(C#Cc4cccc(F)c4)cc3)[C@H]2C1	7.7	x	-11.0	2.5	1.0	x	x	x
CC(=O)Nc1ccc(NC(=O)C2CCCN2C(=O)Nc2ccc(F)c([N+](=O)[O-])c2)cc1 (stereo unspecified)	3.0	-244.4	-1.2	27.0	-0.4	-5.4	6.2	-0.5
O=C(COC(=O)c1cnc(Cl)c(Cl)c1)c1ccc(F)cc1	-0.1	2.7	-11.8	-2.3	-0.1	-5.3	-29.6	-2.3

Five records drawn at random from the list so far, as already listed:
SMILES	FN deposition inh	PglD DTNB	PGC1a acetyl inh	INS-1E GSIS act	CFTR F508del cor	miR122 inh	C2C12 statin	Cneo AK release
CCCOc1ccc(C(NC(=O)CC(C)C)NC(=O)CC(C)C)cc1OC	0.6	-3.4	x	33.4	x	0.1	2.2	-3.0
CCOc1ccc2oc(C(=O)Nc3nccs3)c(C)c2c1	4.8	0.5	6.5	24.6	0.4	10.0	-20.5	-0.8
COc1ccc(OCCC(=O)OCC(=O)c2ccc[nH]2)cc1	-18.0	x	1.3	5.0	-2.7	x	x	x
CCOc1cccc(C2/C(=C(/O)c3ccc4c(c3)CC(C)O4)C(=O)C(=O)N2CCCn2ccnc2)c1 (stereo unspecified)	-20.9	-3.9	5.1	-6.0	-1.1	-0.9	-2.8	-0.6
C[C@@H]1CCCCO[C@H](CN(C)C(=O)Nc2ccc(F)cc2)[C@H](C)CN([C@H](C)CO)C(=O)c2cc(NS(=O)(=O)c3cccs3)ccc2O1	x	8.4	-7.0	0.8	-1.0	-12.8[16.7 µM]	9.5	-1.4

(listing goes on)
SMILES	FN deposition inh	PglD DTNB	PGC1a acetyl inh	INS-1E GSIS act	CFTR F508del cor	miR122 inh	C2C12 statin	Cneo AK release
CN(C)CC(=O)Nc1ccc2c(c1)[C@@H]1C[C@H](CC(=O)NCc3ccccc3)O[C@H](CO)[C@@H]1O2	-0.4	1.2	-1.7	0.8	-0.2	5.3[16.7 µM]	-1.4	-1.3
CNS(=O)(=O)c1cn(CC(=O)N(C)Cc2ccccc2)cc1S(=O)(=O)NC	-1.0	-2.1	-0.3	19.0	-0.2	2.3	3.3	-0.1
C[C@@H]1CN([C@@H](C)CO)C(=O)Cc2cc(NC(=O)CCCCCC(=O)Nc3ccccc3N)ccc2O[C@H]1CN(C)S(=O)(=O)c1ccc(F)cc1	x	-0.8	10.4	23.8	-0.6	-1.7[16.7 µM]	-24.4	-0.2
CCN(C[C@H]1N[C@@](CC)(C(=O)OC)[C@H]2C(=O)N(Cc3ccccc3)C(=O)[C@@H]12)C(C)=O	-2.1	-2.0	x	6.5	2.4	x	1.6	-1.1
Cc1ccccc1Cn1nc(C)c(NC(=O)c2ccccc2)c1C	3.9	-3.0	-6.4	-3.6	-2.5	-4.8	2.0	2.8
C[C@@H]1CCCCO[C@H](CN(C)C(=O)Nc2ccccc2)[C@@H](C)CN([C@H](C)CO)C(=O)c2cc(NC(=O)C3CCCCC3)ccc2O1	10.1	-0.5	0.4	5.8	-0.1	-1.5[16.7 µM]	x	0.2
CCN(CC)C(=O)Cn1cc(C(=O)C(=O)N2CC=C(c3ccccc3)CC2)c2ccccc21	4.6	x	-5.9	-16.3	1.8	x	x	x
Cc1noc(C)c1S(=O)(=O)Nc1cccc2c1O[C@H](CN(C)Cc1ccc(C(=O)Nc3ccccc3N)cc1)[C@H](C)CN([C@@H](C)CO)C2=O	-3.7	1.6	18.3	10.7	-0.3	31.5[16.7 µM]	36.4	0.6
COC(=O)Cn1cc(C(=O)C(F)(F)F)c2ccccc21	-5.5	x	0.3	-6.0	0.6	x	x	x
COc1ccccc1OCC(=O)Nc1ccc(S(=O)(=O)Nc2cc(C)nc(C)n2)cc1	x	5.7	41.3	x	x	2.5	3.2	1.1
CCOc1ccc2[nH]c(=O)c(CN(CCCN3CCOCC3)Cc3nnnn3Cc3ccc(OC)cc3)cc2c1	2.0	x	x	4.2	-2.9	-1.5	x	x
COc1ccc(S(=O)(=O)N(C)C[C@H]2OCCCC[C@H](C)Oc3ccc(NC(=O)c4ccccc4)cc3C(=O)N([C@H](C)CO)C[C@@H]2C)cc1	x	-2.6	5.4	-20.4	-2.4	-4.0[16.7 µM]	x	-2.3
CCCC#Cc1ccc2c(c1)O[C@@H](CN(C)C(=O)c1ccccc1F)[C@@H](C)CN([C@@H](C)CO)S2(=O)=O	-3.0	-1.0	1.4	-6.4	2.2	1.8[16.7 µM]	1.5	1.8
COC(=O)[C@]1(C)CCC[C@@]2(C)C3CC[C@]4(OC(C)=O)C[C@@]3(CCC21)CC4=NO (stereo partly specified)	0.2	2.3	x	-6.2	5.4	-1.4	-5.4	3.5
CCN(CC)C(=O)c1cccc(-c2csc(C(O)c3ccc(F)c(F)c3)n2)c1 (stereo unspecified)	2.0	-0.3	x	-17.5	0.8	25.1	-2.6	1.9
CS(=O)(=O)c1ccc(C(=O)N(Cc2ccccc2)c2ccccc2)cc1	2.9	3.4	x	-0.5	2.5	x	-21.8	-11.7
CCCOc1ccc(NC(=O)CC2C(=O)N(CC)C(=S)N2CCNC(C)=O)cc1 (stereo unspecified)	12.4	-0.7	0.2	-3.9	x	-3.8	5.3	-1.0
N#Cc1ccsc1NC(=O)CN1CCCCCC1	x	0.4	7.6	x	x	-1.2	6.3	1.0
Cc1nnc(SCC(=O)Nc2nnc(SCc3cccc(Br)c3)s2)s1	x	3.2	10.0	0.6	x	-4.2	x	-2.9
COc1ccc(-n2ncc3c2CC(C)(C)CC3NC(=O)c2ccnn2C)cc1 (stereo unspecified)	-0.5	1.8	5.1	-5.9	2.4	3.2	3.4	0.1
N#Cc1ccc(NC(=O)CCc2ccc(S(=O)(=O)N3CCOCC3)cc2)cc1	11.1	-0.4	7.6	x	x	29.1	-0.2	-6.0
Cc1cc(C)cc(NC(=O)Nn2cnnc2)c1	-4.8	3.0	-5.2	7.4	0.1	-1.2	-6.7	0.2
O=C(O)Cc1ccc(-n2cccc2)cc1	-19.9	-2.7	4.4	-1.9	-0.1	-0.1	9.1	1.7
N#Cc1sc(NCc2cccc(Cl)c2)nc1Cl	-6.5	2.8	-11.3	-13.7	-3.7	0.3	2.4	-0.5
COc1ccc(N(CCCN2C(=O)c3cccc4cccc(c34)C2=O)C(=O)c2cccnc2)cc1	5.9	x	10.8	12.2	2.2	x	x	x
CC(=O)Nc1ccc(Nc2ccc3c4c(cc(=O)n3C)-c3ccccc3C(=O)c24)cc1	-4.9	x	-2.5	10.5	0.3	x	x	x
COCCN(C[C@H]1[C@H](c2ccccc2)[C@H](CO)N1C(C)=O)C(=O)c1cccnc1	-2.0	0.5	10.7	9.1	-0.2	41.7[16.7 µM]	-3.6	10.4
C=CCN(N=Nc1cccc([N+](=O)[O-])c1)c1cccc([N+](=O)[O-])c1	x	-1.6	2.6	1.0	-0.1	10.4	-1.3	1.4
C[C@H]1CN([C@@H](C)CO)C(=O)c2cccc(NC(=O)c3nc4ccccc4s3)c2O[C@H]1CN(C)Cc1ccc(C(F)(F)F)cc1	14.3	1.4	-7.1	0.2	-1.0	23.4[16.7 µM]	-30.8	0.8
C[C@H](NC(=O)c1nc[nH]c1C(=O)NC[C@@H](C)O)c1ccccc1	2.5	-2.8	x	19.1	-1.1	0.0	7.1	-0.4
